GalR3 antag: blocks the human galanin receptor 3. actives 0.44% (n = 360,000). HEK293 GalR3-CNG cAMP membrane potential fluorescence; galR3 body fused to GalR1 C-terminus. AID 651719. inhibition, % at 3 µM. O60755;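 active = inhibition above the screen-wide average plus 3 SD, cut at about 13% in these data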;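 also: forskolin and galanin both at EC90 stimulate the cells; cAMP rise reported by CNG channel membrane potential dye signal; 0% = forskolin plus galanin with DMSO and 100% = forskolin alone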
Target sequence (O60755 1-299 limits assumed): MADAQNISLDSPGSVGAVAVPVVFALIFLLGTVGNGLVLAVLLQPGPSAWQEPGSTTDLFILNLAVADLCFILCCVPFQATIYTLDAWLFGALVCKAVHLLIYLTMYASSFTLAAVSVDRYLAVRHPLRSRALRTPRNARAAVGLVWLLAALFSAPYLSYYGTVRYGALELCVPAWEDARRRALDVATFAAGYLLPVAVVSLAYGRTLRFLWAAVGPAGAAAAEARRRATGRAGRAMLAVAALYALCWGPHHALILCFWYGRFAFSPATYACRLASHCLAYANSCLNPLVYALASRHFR
CRFBP-R2 agonist: CRF-BP/CRF-R2 complex agonism | HEK293 CRF-R2/CRF-BP, calcium dye fluorescence (FLIPR); percent of saturating CRF peptide response | activation, % at 13.2 µM | actives 0.46% (n = 350,000);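 active = activation of at least 50%, plus an integration ratio under a set limit after plate pattern correction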;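 also: plate controls were neutral control wells without compound for no effect and CRF at EC100 for full effect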
CRFR2-BP antag: CRF-BP/CRF-R2 complex antagonism. AID 588475. HEK293 CRF-R2/CRF-BP, CRF-induced calcium fluorescence. actives 0.59% (n = 350,000). inhibition, % at 11.8 µM;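 active = inhibition of the ligand-induced calcium signal above about 50% at the single tested concentration, limit read from the data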
* hit, by the source's call.

Under each structure: GalR3 antag	CRFBP-R2 agonist	CRFR2-BP antag
[1] Nc1nccnc1C(=O)OCC(=O)N1CCN(S(=O)(=O)c2ccc(Cl)cc2)CC1
→ -2	-0.6	-14
[2] O=C(Nc1cc(C(F)(F)F)ccc1N1CCOCC1)C1CCCO1 (centres undefined)
→ -3	-0.9	5
[3] Cc1ccc(C)c(S(=O)(=O)N2CCN(C(=O)CN3C(=O)C4CC=CCC4C3=O)CC2)c1 (centres undefined)
→ -5	-0.7	-6
[4] CCN(C(=O)C(C)OC(=O)CCCNC(=O)c1ccc(Cl)cc1)c1ccccc1 (centres undefined)
→ -4	-3.1	5
[5] NC1(C(=O)O)CSSC1
→ -6	-2.2	12
[6] COCCN(C(=O)COC(=O)C1(c2ccccc2)CC1)c1c(N)n(CC(C)C)c(=O)[nH]c1=O
→ -2	-1.0	-1
[7] CCOc1ccccc1N1CC(C(=O)N(CC)CC(=O)Nc2ccc3c(c2)OCCO3)CC1=O (centres undefined)
→ -3	-1.6	6
[8] Cc1csc2nc(O)c(C(=O)NCCCc3ccccc3)c(=O)n12
→ 0	0.2	-6
[9] Cc1ccc(C(=O)Nc2ncccc2O)cc1S(=O)(=O)N1CCCCC1
→ 0	0.9	-9
[10] CCN(CC(=O)Nc1ccc(OC)cc1)C(=O)c1cc2c(s1)CCCCC2
→ -2	-0.4	-10
[11] COc1ccccc1C=NN=Cc1ccccc1O
→ -2	3.4	12
[12] COc1cccc(N2CCN(CC(=O)Nc3ccc(S(=O)(=O)N4CCCCCC4)cc3)CC2)c1
→ -1	-0.6	-15
[13] O=C(Nc1ccn(CCCN2CCN(c3ncccn3)CC2)c(=O)n1)OCc1ccccc1
→ -6	-0.1	-16
[14] COc1ccccc1CCC(=O)Nc1ccc(OC)c(S(=O)(=O)N2CCCCC2)c1
→ -6	-0.5	11
[15] c1ccc(COc2ncnc3c2ncn3CCCNCC2CCCO2)cc1 (centres undefined)
→ -4	-1.8	1
[16] CCC(C)Sc1ccc(-c2nc3ccc(Cl)cn3c2NCc2ccccc2)cc1 (centres undefined)
→ 1	-1.7	-6
[17] COc1ccc(C(C#N)=Cc2cccc(OC)c2OC)cc1
→ 4	0.2	10
[18] Cc1ccc(NC(=O)C(C)OC(=O)COc2cccc(C(F)(F)F)c2)cc1 (centres undefined)
→ -6	-1.0	-6
[19] CCN(C[C@H]1N[C@@](CC)(C(=O)OC)[C@H]2C(=O)N(Cc3ccccc3)C(=O)[C@@H]12)S(=O)(=O)c1ccc(C(F)(F)F)cc1
→ -3	6.5	-16
[20] CN(CC(=O)Nc1ccccc1Cl)C(=O)C1CCN(C(=O)c2ccc(F)cc2)CC1
→ -2	-0.3	8
[21] Cc1c(NC(=O)c2cccc(NC(=O)Cc3ccc(Cl)cc3)c2)c(=O)n(-c2ccccc2)n1C
→ -4	0.3	-2
[22] C[C@@H]1CN([C@@H](C)CO)C(=O)c2cc(N(C)C)ccc2O[C@@H]1CN(C)S(C)(=O)=O
→ -4	-2.5	1
[23] COc1cc2c(cc1OC)CN(C(=O)CN1C(=O)NC3(CCC(C)CC3)C1=O)CC2 (centres undefined)
→ -3	0.6	1
[24] O=C(Nc1cccc(S(=O)(=O)N2CCCCC2)c1)C1CC(=O)N(Cc2ccccc2)C1 (centres undefined)
→ -3	-0.1	-10
[25] O=C(O)Cc1ccc(O)cc1
→ -3	0.1	12
[26] CCC1(CC)NC(=O)N(CC(=O)OC(C)C(=O)Nc2ccc(Cl)cn2)C1=O (centres undefined)
→ -4	-0.1	4
[27] O=C(NCC1CCCN1S(=O)(=O)c1cccs1)c1ccc(Cl)cc1 (centres undefined)
→ -4	0.1	-13
[28] Cc1nnc2ccc(-c3cccc(NS(=O)(=O)c4ccccc4Cl)c3)nn12
→ 3	-2.7	-5
[29] COc1ccc(C(C)=NNc2ccc([N+](=O)[O-])cc2S(=O)(=O)Nc2ccccc2C(=O)O)c(OC)c1
→ -7	-2.4	66*
[30] CCN(C(=O)COC(=O)c1ccco1)c1c(N)n(Cc2ccccc2)c(=O)[nH]c1=O
→ -4	3.5	4
[31] Cc1cc(C)cc(OCC(=O)OCC(=O)N(CC(C)C)c2c(N)n(Cc3ccccc3)c(=O)[nH]c2=O)c1
→ -5	0.8	-3
[32] CCCCN(C(=O)CSc1nc(CCC)cc(=O)[nH]1)c1c(N)n(Cc2ccccc2)c(=O)[nH]c1=O
→ -3	-1.1	1
[33] O=C1OC[C@@H]2CCCN2C(=O)[C@@H](CC(=O)N(CCO)Cc2ccccc2)C/C=C\C[C@@H]1Cc1ccc(F)cc1
→ -3	-1.3	4
[34] COc1cccc(CNC(=O)COC(=O)CCCNC(=O)c2ccc(Cl)cc2)c1
→ -2	-0.6	9
[35] CC(=O)OCC(=O)C1(O)CCC2C3CC(C)C4=CC(=O)CCC4(C)C3C(O)CC21C (centres undefined)
→ 2	0.6	-3
[36] Cc1nc2ccc(NS(=O)(=O)c3c(F)cccc3F)cc2s1
→ -7	0.3	0
[37] CCOC(=O)c1nnsc1C(OC)Oc1ccccc1 (centres undefined)
→ -6	-4.6	10
[38] CC(C)CN(C(=O)CSc1nc2ccccc2c(=O)n1C)C1CCS(=O)(=O)C1 (centres undefined)
→ -5	-0.6	6
[39] Cc1c(NC(=O)C(C)OC(=O)COc2ccc(C#N)cc2)c(=O)n(-c2ccccc2)n1C (centres undefined)
→ -1	-2.1	7
[40] CC(NC(=O)COC(=O)C1CCN(c2ccc(C(F)(F)F)cn2)CC1)c1ccccc1 (centres undefined)
→ -2	3.2	1
[41] COc1ccc2oc(C(=O)Nc3nc(C)cs3)c(C)c2c1
→ -3	-2.4	-2
[42] CN(CC(=O)Nc1cccc(F)c1)C(=O)c1ccc2c(c1)NC(=O)CS2
→ -5	2.8	-3
[43] COc1ccccc1CCNC(=O)C(=O)NCC1CCCN1S(=O)(=O)c1ccccc1 (centres undefined)
→ -3	-0.2	-6
[44] CCc1ccc(O)c(CNCCNCc2cc(CC)ccc2O)c1
→ -9	0.3	-4
[45] O=C(CSc1nc2ccccc2o1)NC1CCS(=O)(=O)C1 (centres undefined)
→ -5	-2.8	-3
[46] COc1ccc(CCNS(=O)(=O)c2ccc3c(c2)CCCC3)cc1OC
→ -8	-0.9	-3
[47] CCCCN1C[C@H](C)[C@@H](CC(=O)Nc2ccccc2)C1=O
→ -2	-1.7	13
[48] N#CC1(NC(=O)COc2cccnc2[N+](=O)[O-])CCCCC1
→ -5	0.6	-6
[49] Nc1ncnc2c1ncn2[C@@H]1O[C@H](CNC(=O)[C@@H](N)C2CCCCC2)[C@@H](O)[C@H]1O
→ -5	0.2	-8
[50] CC(=O)N1CCN(S(=O)(=O)c2cccc(C(=O)NNC(=O)Cn3ccc(C(F)(F)F)n3)c2)CC1
→ -2	2.0	-5
[51] COc1ccc(F)cc1S(=O)(=O)NCC(c1ccco1)N1CCc2ccccc2C1 (centres undefined)
→ -3	0.5	-11
[52] Cc1ccc(S(=O)(=O)N2CCN(C(=O)CSc3ccccn3)CC2)c(C)c1
→ 1	2.1	-9
[53] CCCCCC(=O)N1C[C@@H](n2cc(C3CC3)nn2)[C@H](O)C[C@@H]1c1ccc(OC)cc1
→ -7	3.9	-3
[54] O=C(c1ccc(-n2cncn2)c([N+](=O)[O-])c1)N1CCN(S(=O)(=O)c2cccc(F)c2)CC1
→ -2	-0.9	33
[55] COc1ccc(C(=O)OCC(=O)NC(=O)NC2CCCC2)cc1OC
→ -6	-0.1	0
[56] O=C(COC(=O)c1ccc(Br)o1)Nc1ccc(Br)cc1
→ -1	-0.4	-7
[57] Cc1c(C(=O)N2CCN(C(=O)c3ccccc3)CC2)oc2ccc(F)cc12
→ -1	-0.6	7
[58] COc1ccc(Cl)cc1NC(=O)CN(C)C(=O)c1ccc(N2CCCCCC2)c([N+](=O)[O-])c1
→ -6	-0.4	1
[59] Cc1cc(Cl)ccc1NC(=O)CN1C(=O)C(=O)N(C2CCCC2)C1=O
→ -5	-0.8	-6
[60] CC(Sc1ncn[nH]1)C(=O)Nc1cc(C(F)(F)F)ccc1Cl (centres undefined)
→ -4	0.7	4

Additional structures follow.
Under each structure: GalR3 antag	CRFBP-R2 agonist	CRFR2-BP antag
[61] C=CCCC(=O)N1C[C@H]2CON(C)[C@H]2C[C@H]1c1ccccc1Br
→ -5	0.1	-11
[62] CC(=O)c1ccc2c(c1)C1C=CCC1C(c1cc3c(cc1Br)OCO3)N2 (centres undefined)
→ -3	0.0	-13
[63] Cc1ccc(CNC(=O)c2ccc(N3CCC4(CC3)CC(c3cccc(Br)c3)=NO4)c(NC(=O)c3ccccc3)c2)cc1
→ 14*	4.8	5
[64] C[C@H](CO)N1C[C@H](C)[C@@H](CN(C)Cc2ccccn2)Oc2ncc(Br)cc2C1=O
→ -7	-1.6	-6
[65] COc1ccc(S(=O)(=O)N2CCN(C(=O)CN3C(=O)NC(C)(c4ccc5ccccc5c4)C3=O)CC2)cc1 (centres undefined)
→ 1	3.0	0
[66] CCN1C(=O)[C@H]2[C@@H](c3ccc(C)cc3)N[C@]3(CCCN(CC4CCCCC4)C3=O)[C@H]2C1=O
→ -1	-1.5	8
[67] CC1CCCC(NC(=O)CCNC(=O)c2ccc(Cl)cc2)C1C (centres undefined)
→ -2	-0.9	3
[68] Cc1cc(OCC(=O)Nc2cccc(S(=O)(=O)N3CCCC3)c2)ccc1Cl
→ 8	0.0	2
[69] Cc1[nH]c2ccccc2c1/C=N\NC(=O)c1ccccc1Cl
→ -5	0.7	-13
[70] COc1ccc(NC(=O)Cc2ccc(C)cc2)cc1S(=O)(=O)N1CCCCC1
→ -1	-2.5	10
[71] O=C(NCC(c1cccs1)N1CCOCC1)c1cc(=O)[nH]c2ccccc12 (centres undefined)
→ -3	2.8	3
[72] COc1cccc(-c2cccc(NC(=O)C3CCN(CCCn4cccn4)CC3)c2)c1
→ -8	0.6	-15
[73] Nn1c(SCC(=O)Nc2ccc(N3CCOCC3)cc2)nnc1-c1ccccc1F
→ -3	4.3	-13
[74] CCOc1ccccc1OCCCC(=O)N1CCN(S(=O)(=O)c2ccc(Cl)cc2)CC1
→ -6	-0.3	3
[75] COc1ccccc1N1CCN(CC(=O)Nc2cc(C)nn2-c2nc(C)cc(C)n2)CC1
→ 5	-1.2	-3
[76] Cc1nn(-c2ccccc2)c(C)c1C(=O)OCC(=O)Nc1cccc(S(N)(=O)=O)c1
→ -7	-0.9	2
[77] CN(Cc1ccccc1)C(=O)CN1CCN(S(=O)(=O)c2ccc(Cl)c(Cl)c2)CC1
→ -3	0.2	-3
[78] Cc1cc(=O)c(C(=O)O)c(C)n1-c1ccccc1
→ -2	-2.9	6
[79] Cc1ccc(CSCC(=O)N(C)CC(=O)Nc2ccc(Br)cc2C)cc1
→ -4	0.2	7
[80] Cc1cc(C)n2nc(SCC(=O)N3CC(C)CC(C)C3)nc2n1 (centres undefined)
→ -6	-1.4	13
[81] CC1(c2ccc(Cl)cc2Cl)NC(=O)N(CC(=O)N2CCN(C(=O)c3ccco3)CC2)C1=O (centres undefined)
→ -4	0.0	0
[82] CC(=NNC(=O)C(C)SC(C)C(=O)NN=C(C)c1cccnc1)c1cccnc1 (centres undefined)
→ -6	3.4	-3
[83] CCCN(C(=O)/C=C/c1nc2ccccc2s1)C1CCS(=O)(=O)C1 (centres undefined)
→ -3	-0.9	0
[84] COc1ccc(CCN2CC(C(=O)Nc3cc(F)ccc3F)CC2=O)cc1OC (centres undefined)
→ -3	-0.1	6
[85] O=C(COc1coc(CN2CCN(c3ccccc3F)CC2)cc1=O)NC1CCCC1
→ 0	-0.7	7
[86] Cc1cc(C)c(NC(=O)CN2CCN(S(=O)(=O)c3ccc4c(c3)OCCO4)CC2)c(C)c1
→ -4	-1.5	21
[87] CCOc1cc(N2CCOCC2)c(OCC)cc1NC(=O)COC(=O)c1c(C)noc1C
→ -4	0.7	1
[88] N#CC(CCc1ccc([N+](=O)[O-])cc1)(CCc1ccc([N+](=O)[O-])cc1)C(N)=O
→ -4	2.9	27
[89] CCOC(=O)c1cnc(SCC(=O)OCC(=O)NC2CCS(=O)(=O)C2)nc1N (centres undefined)
→ -3	1.3	-4

Some of the entries above in a different format:
61	C=CCCC(=O)N1C[C@H]2CON(C)[C@H]2C[C@H]1c1ccccc1Br
62	CC(=O)c1ccc2c(c1)C1C=CCC1C(c1cc3c(cc1Br)OCO3)N2 (centres undefined)
63	Cc1ccc(CNC(=O)c2ccc(N3CCC4(CC3)CC(c3cccc(Br)c3)=NO4)c(NC(=O)c3ccccc3)c2)cc1
64	C[C@H](CO)N1C[C@H](C)[C@@H](CN(C)Cc2ccccn2)Oc2ncc(Br)cc2C1=O
65	COc1ccc(S(=O)(=O)N2CCN(C(=O)CN3C(=O)NC(C)(c4ccc5ccccc5c4)C3=O)CC2)cc1 (centres undefined)
66	CCN1C(=O)[C@H]2[C@@H](c3ccc(C)cc3)N[C@]3(CCCN(CC4CCCCC4)C3=O)[C@H]2C1=O
67	CC1CCCC(NC(=O)CCNC(=O)c2ccc(Cl)cc2)C1C (centres undefined)
entry no. | 61 | 62 | 63 | 64 | 65 | 66 | 67
GalR3 antag | -5 | -3 | 14* | -7 | 1 | -1 | -2
CRFBP-R2 agonist | 0.1 | 0.0 | 4.8 | -1.6 | 3.0 | -1.5 | -0.9
CRFR2-BP antag | -11 | -13 | 5 | -6 | 0 | 8 | 3

Part of the list above, showing only CRFBP-R2 agonist:
nr	canonical_smiles	CRFBP-R2 agonist
88	N#CC(CCc1ccc([N+](=O)[O-])cc1)(CCc1ccc([N+](=O)[O-])cc1)C(N)=O	2.9
84	COc1ccc(CCN2CC(C(=O)Nc3cc(F)ccc3F)CC2=O)cc1OC (centres undefined)	-0.1

Some of the compounds tested; rates above refer to the full screens.
